Compound activity: PubChem, National Center for Advancing Translational Sciences (NCATS)
IL-2 act = IL-2 activation. 0.065% of 360,000 active. activation, % (series mostly up to about 46 µM). IL-2 activation reporter assay, cell-based qHTS; stimulated with anti-CD3/CD4/CD28 beads; in transgenic mouse T cells; in the data active = activation above about 50%; inconclusive = mostly about 30% to 49%; note: 0% is about no effect
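Screening format: compound pinned onto unstimulated transgenic mouse T cells, 60 min incubation, then anti-CD3/anti-CD4/anti-CD28 bead stimulation for 18 hours at 37 degrees C, followed by EGFP and DsRed detection.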
PI5P4K alpha inh = PI5P4K alpha (human) kinase inhibition | P48426 | PI5P4Kalpha enzyme, ADP-Glo luminescence, 60 min; active compounds read low | max response, % | AID 652105 | 1.2% of 330,000 active; active = max response of -50% or lower; inconclusive = between -30% and -50%; inactive = -30% or higher; note: value at the top dose of about 77 µM; % is set by controls: 0 for no effect and ±100 for the full control effect
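PI5P4Kalpha ADP-Glo assay; 5 microM ATP final; 60 min RT reaction; HEPES pH 7.4/EGTA/CHAPS, 5% DMSO; controls lacking substrate or enzyme; luminescent end-point.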
GLP1R inv ag = GLP-1 receptor (human) inverse agonism; P43220; HEK293 GLP-1R CRE-luciferase, luminescence, 24 h; GLP-1R form is constitutively active; Potency, µM (series often up to 38.3 µM), for inactives: at the highest dose activity change, negative = inhibition, usual class: inhibitors; 1.6% of 410,000 active; note: potency is the fitted concentration of half-maximal effect; % is set by controls: 0 for no effect and ±100 for the full control effect; nearly all actives have a fitted effect of over 55% in size
Target sequence (P43220 whole entry, looked up): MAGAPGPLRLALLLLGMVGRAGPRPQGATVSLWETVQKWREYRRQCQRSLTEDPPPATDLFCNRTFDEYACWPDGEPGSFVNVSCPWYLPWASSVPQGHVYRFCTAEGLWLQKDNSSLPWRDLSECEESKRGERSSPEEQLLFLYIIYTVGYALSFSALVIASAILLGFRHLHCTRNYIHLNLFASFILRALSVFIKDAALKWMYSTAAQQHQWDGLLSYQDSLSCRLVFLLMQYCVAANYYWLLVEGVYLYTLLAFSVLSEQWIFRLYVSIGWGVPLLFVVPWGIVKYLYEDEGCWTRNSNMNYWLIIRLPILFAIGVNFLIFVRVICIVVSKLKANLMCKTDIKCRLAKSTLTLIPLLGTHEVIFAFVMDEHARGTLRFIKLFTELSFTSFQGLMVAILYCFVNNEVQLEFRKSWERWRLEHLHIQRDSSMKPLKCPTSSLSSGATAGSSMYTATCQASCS
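Luminescence readout: a drop in cAMP-driven luciferase signal flags inverse agonism at a constitutively active GLP-1R stably expressed in HEK293. Compound exposure lasted 24 hr at 37 deg C, 5% CO2.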
GLP1R cytotox = cytotoxic in the GLP-1 receptor inverse agonist counter-screen. Potency, µM (titrated, usually from 38.3 µM), for inactives: at the highest dose activity change, negative = inhibition, hits mostly inhibitors. 0.13% of 410,000 active. HEK293 cAMP-luciferase reporter cells, luminescence, 24 h;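 note: loss of luciferase light is scored as toxicity; potency is the fitted concentration of half-maximal effect; % is set by controls: 0 for no effect and ±100 for the full control effect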
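Step one: seed cells (200 cells/uL, DMEM with 10% Nu serum, 1% pen-strep). Step two: 12-hour incubation at 37 deg C. Step three: pin 23 nL compound, incubate 24 hr. Step four: add luciferase reagent, read luminescence 12 min later.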
D3 ag = agonists of human D3 dopamine receptor. P35462. AID 652048. 0.58% of 410,000 active. D3R DiscoveRx beta-arrestin cells, luminescence, 90 min. max activation, %; in the data active = max activation above about 30%; note: 0% is about no effect; mostly tested at two doses, the higher about 12 µM
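Agonist-mode cell screen: cells plated at 1500/well and incubated overnight at 37 °C, then exposed to library compounds for 90 min at 37 °C. Detection reagent was added for 30–60 min at room temperature, and luminescence was read.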
GLP-1R agonist = activates the human GLP-1 receptor; Potency, µM (highest dose often 45.6 µM), for the others: top-dose activation, hits mostly activators; HEK293 GLP-1R CRE-luciferase, luminescence, 4-6 h; cells express a hypersensitive GLP-1R form; 0.007% of 380,000 active; note: potency is the fitted concentration of half-maximal effect; % of control where 0% means no effect
WRN helicase inh = blocks human WRN helicase | Q14191 | WRN helicase unwinding, fluorescent forked duplex, kinetic | Potency, µM (titrated, usually from 114 µM), inactives show at the highest dose activity change, negative = inhibition, most hits filed as inhibitors | 0.46% of 360,000 active; note: potency is the fitted concentration of half-maximal effect; % is set by controls: 0 for no effect and ±100 for the full control effect; nearly all actives have a fitted effect of over 55% in size
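WRN at 20 nM final was preincubated with compound for 15 min at room temperature; reaction started with 100 nM forked duplex oligonucleotide carrying fluorophore and quencher plus 2 mM ATP (final). Unwinding followed kinetically by red fluorescence (ex 525/em 598 nm).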
DRD3 antagonist = blocks the human D3 dopamine receptor. P35462. D3R cells, DiscoveRx beta-arrestin luminescence, antagonist mode; active compounds read low. max response, negative = inhibition, %. 2.5% of 360,000 active. AID 652054; in the data active = max response below about -50%; inconclusive = no clear call, values can overlap the other calls; note: % is set by controls: 0 for no effect and ±100 for the full control effect; mostly tested at two doses, the higher about 12 µM
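Cells expressing the human receptor were seeded at 1500 cells/well, incubated overnight at 37 degrees C in 5% CO2, then exposed to library compounds with dopamine controls for 90 minutes at 37 degrees C before luminescent detection.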
PLK1 PBD inh = blocks phosphopeptide binding to human PLK1 polo-box domain | P53350 | Plk1 PBD binding of FITC phosphopeptide, fluorescence polarization | Potency, µM, for inactives: max response, negative = inhibition, hits mostly inhibitors | 2.8% of 360,000 active | AID 720504; note: potency is the fitted concentration of half-maximal effect; series mostly up to about 57 µM; % is set by controls: 0 for no effect and ±100 for the full control effect; nearly all actives have a fitted effect of over 65% in size
Target sequence (P53350 whole entry, looked up, the tested form may be a part): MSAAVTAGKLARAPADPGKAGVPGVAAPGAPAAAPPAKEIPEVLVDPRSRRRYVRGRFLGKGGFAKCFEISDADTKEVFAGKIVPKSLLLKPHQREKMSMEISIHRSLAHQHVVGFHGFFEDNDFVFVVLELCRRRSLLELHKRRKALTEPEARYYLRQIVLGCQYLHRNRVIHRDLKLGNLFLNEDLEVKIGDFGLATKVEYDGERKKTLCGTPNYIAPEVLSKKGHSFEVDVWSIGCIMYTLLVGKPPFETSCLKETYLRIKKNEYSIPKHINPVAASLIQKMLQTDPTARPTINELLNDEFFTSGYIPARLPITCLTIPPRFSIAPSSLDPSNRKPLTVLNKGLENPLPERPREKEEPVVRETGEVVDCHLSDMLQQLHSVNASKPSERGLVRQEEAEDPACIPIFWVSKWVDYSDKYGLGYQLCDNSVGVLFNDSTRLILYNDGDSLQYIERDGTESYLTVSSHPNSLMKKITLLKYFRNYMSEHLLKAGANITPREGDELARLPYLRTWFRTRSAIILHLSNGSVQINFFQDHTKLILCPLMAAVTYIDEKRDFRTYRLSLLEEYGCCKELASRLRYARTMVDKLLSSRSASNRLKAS
Numbers without * were called inactive; ? = inconclusive; nt = no result given; & = joins results of further samples; [ ] = another dose, or the depositor's remark. Unless noted, calls come from the whole dose curve; as a rule, active = well fitted curve in the direction sought with a large enough effect; inconclusive = small, poorly fitted or top-dose-only effect, or another doubt; inactive = no such curve, though single readings can be large; an effect the other way counts as inactive or inconclusive.

cpd	mol	IL-2 act	PI5P4K alpha inh	GLP1R inv ag	GLP1R cytotox	D3 ag	GLP-1R agonist	WRN helicase inh	DRD3 antagonist	PLK1 PBD inh
1	COc1ccc(/C=C/C2=CCN(C)CC2)cc1	-0.8	-2	?	1%	-3	4%	1%	-1	-12%
2	O=C(NCc1ccc(C(=O)N2CCC3(CC2)OCCO3)cc1)c1cccc(Br)c1	-2.0	nt	7%	4%	2	0%	0%	7	-1%
3	Cc1ccc(N2C(=O)NC(=O)/C(=C/c3cnc(-c4ccccc4)nc3)C2=O)cc1C	?	-52*	8%	2%[1.53 µM]	3	4%	?	8	4.2µM*
4	CC(=O)NC(c1ccccc1)c1cc(Cl)c2cccnc2c1O (centres undefined)	-3.4	-2	?	?	-11	10%	12%	?	-14%
5	CCC1(c2ccc(N)cc2)CCC(=O)NC1=O (centres undefined)	-0.1	-5	-12%	3%	8&1	-2%	1%	1	-4%
6	O=C(N/N=C/c1c(O)n(CCC2=CCCCC2)c(=O)[nH]c1=O)c1ccccc1	-0.1	-60*	-7%	1%	-5	6%	-29%	-68*	-22%
7	CCOc1ccc(Cl)cc1CNCCc1ccccc1F	0.5	-5	?	1%	-4	17%	4%	-4	-17%
8	OCC12COC3c4ccccc4C(OC1)N32 (centres undefined)	0.7	nt	-1%	4%	-3	-8%	10%	-10	-7%
9	CCCCOCCCn1c(N)c(C(=O)OC(C)COC)c2nc3ccccc3nc21 (centres undefined)	-1.1	6	?	182%[activator]	0	8%	-1%	-20	-3%
10	Cn1c(O)c(C(=Nc2ccc(F)cc2)c2ccccc2Cl)c(=O)n(C)c1=O	5.3	2	16%	-6%	2	9%	-4%	7	-5%
11	COC(=O)C1=C(c2ccc(-c3ccccc3)c(F)c2)C[C@@H]2CC[C@H]1N2C(=O)NCCCOC(C)C	-3.2	-1	14%	16%	-9	4%	-21%	-14	-19%
12	CC1CC2(O)c3no[n+]([O-])c3CCC2N1O (centres undefined)	-1.0	nt	3%	2%	-8	-9%	4%	3	-3%
13	Cc1cc(OCC(=O)NCC(O)c2ccccc2)c2c3c(c(=O)oc2c1)CCC3 (centres undefined)	2.1	-2	18%	3%	11	-1%	1%	3	2%
14	O=C(c1ccccc1)c1ccccc1N=Cc1c(O)[nH]c(=O)[nH]c1=O	-3.1	0	-15%	-17%	11	3%	-4%[57.1 µM]	25	-2%
15	O=S(=O)(F)c1ccc2nc(-c3cccc(Sc4ccccc4)c3)cc(Cl)c2c1	0.6	4	0%	9%	4	1%	-1%	3	-10%
16	Cc1ccc(NC2=NCCCS2)cc1Cl	4.8	0	?	1%	-7	13%	-3%	11	2%
17	c1ccc(C2(CN3CCNC[C@H]3Cc3cccc4ccccc34)CC2)cc1	-0.6	4	?	?	-12	-2%	-9%	0	2%
18	FC(F)(F)c1cnc(NNC(=S)Nc2ccccc2Cl)c(Cl)c1	-6.0	-8	5µM*	?	-17	0%	-6%	-75*	-24%
19	N=C1c2ccccc2CN1CC(=O)c1ccccc1	-2.9	0	?	?	-12	5%	-4%	-7	-6%
20	Nc1ccccc1-[n+]1c(-c2ccccc2)cc(-c2ccccc2)cc1-c1ccccc1	2.5	-1	-14%	-18%	1	11%	1%	6	1%
21	O=C(C1CCN(S(=O)(=O)c2ccccc2)CC1)N1CCC2(CC1)OCCO2	-1.1	3	13%	-15%	1	4%	-1%	17	-3%
22	Clc1cc(I)cc(Cl)c1NC1=NCCN1	0.0	-5	-3%	0%	-4	6%	1%	-29	0%
23	N=C1c2ccccc2CN1NC(=O)c1ccc(Br)cc1	-4.3	4	0%	17%	-23	-2%	-11%	-13	-3%
24	CC[C@@]1(c2ccccc2OC)ON(c2ccccc2C(F)(F)F)C1=O	-1.6	15	-11%	-9%	6	-4%	-5%	16	-8%
25	CNC(=O)Oc1ccc(-c2cn3cc(Cl)ccc3n2)cc1	-0.5	-11	-27%	4%	-19	-1%	-23%	-26	?
26	O=[N+]([O-])c1ccc(N2CCNCC2)cc1NCC1CCCO1 (centres undefined)	-2.0	nt	79%[activator]	7%	-12	1%	6%	-25	-7%
27	CCC(=NCCCn1ccnc1)c1c(O)n(Cc2ccccc2)c(=O)[nH]c1=O	-4.2	0	2%	-5%	-6	17%	-2%	-11	-7%
28	COc1ccc(N2C(=O)/C(=C/c3ccc(N(C)C)o3)C(=O)NC2=S)cc1	5.1	0	6%	-17%	-11	-4%	-5%	?	106%[activator]
29	NP(=O)(OCC(F)(F)F)Oc1ccc(Cl)cc1 (centres undefined)	-1.8	7	0%	-1%	6	6%	-17%	0	-8%
30	CC1(C)OC(c2ccccc2)=C/C(=C/C=C2C(=O)NC(=S)NC2=O)O1	12	?	15%	nt	-2	0%	8.9µM*	-16	8%
31	O=C(c1ccccc1F)c1cn(Cc2ccccc2)c2ccccc12	-3.9	nt	?	3%	6	9%	-2%	-8	-1%
32	O=C(CN1CCN(C(=O)CNC(=O)c2ccc(-c3ccccc3)cc2)CC1)Nc1ccccc1Cl	-2.2	2	10µM*	-29%	5	-1%	-10%	49	0%
33	Cc1ccccc1N1C(=O)NC(=O)/C(=C\c2cc(Br)c(N3CCOCC3)o2)C1=O	1.1	-75*	7%	15%[1.53 µM]	-11	-14%	?	?	104%[activator]
34	NC(=O)C1(N2CCCCC2)CCN(Cc2ccccc2)CC1	-1.4	nt	0%	-10%	-29	3%	-12%	-68*	2%
35	O=c1cccc2n1CC1CC2CN(Cc2c(F)cccc2Cl)C1 (centres undefined)	-0.2	-2	-23%	-13%	2	-4%	-8%	-17	-2%
36	CCN(CC)P(=O)(/C=C(\Cl)c1ccccc1)/C=C(\Cl)c1ccccc1	-1.2	2	0%	-1%	-1	2%	0%	-13	2%
37	C[N+]12CCC(CC1)C(C#N)(N1CCOCC1)C2 (centres undefined)	-2.2	5	4%	22%	-3	6%	-8%	12	0%
38	COc1ccccc1CCNC1CCC(C)CC1 (centres undefined)	-0.7	-1	?	?	-11	4%	-9%	-22	-1%
39	Cc1ccc2sc(N(CCCN(C)C)C(=O)CCS(=O)(=O)c3ccccc3)nc2c1C	-4.8	-2	?	?	-17	-3%	13%	?	?
40	O=C(Nc1ccccc1)c1cc(C2CCCN(C(=O)C3CC3)C2)on1 (centres undefined)	0.6	-5	?	-6%	1	-6%	-1%	-16	-3%
41	Nc1ccc2c(c1)Cc1cc([N+](=O)[O-])ccc1-2	-5.2	-1	34%[activator]	17%	-5	15%	-4%	-19	-10%
42	CC1=C(C(=O)O)N2C(=O)C(NC(=O)Cc3ccccc3)C2SC1 (centres undefined)	5.9	-2	13%	1%	6	2%	-5%	9	-7%
43	CC1CCCCN1Cc1ccc(Cl)nc1 (centres undefined)	-1.2	5	21%	7%	-13	5%	-19%	-12	0%
44	Fc1cccc(CNCCc2c[nH]c3ccccc23)c1	1.7	2	-24%	-22%	-18	11%	1%	-13	-1%
45	O=C1CN=C(c2cc([N+](=O)[O-])ccc2Cl)c2cc([N+](=O)[O-])ccc2N1	-3.7	-3	-15%	-1%	5	5%	-9%	2	-1%
46	CCOC(=O)[C@]1(C#N)[C@@H]2C=CC(C(N)=O)=CN2[C@@H](C(N)=O)[C@@H]1c1ccc(F)cc1	-0.6	-4	18%	11%	-12	-5%	-1%	-12	-8%
47	Cn1c(CSCc2ccc(Cl)c(Cl)c2)n[nH]c1=S	-4.3	-6	?	?	10	1%	0%	-21	-10%
48	O=C(c1cc2c(s1)CCCCCC2)N1CCC2(CC1)OCCO2	-1.3	nt	0%	-5%	-4	18%	-3%	-4	2%
49	O=C(CNC(=O)c1ccccc1)Nc1ccc(Br)cc1C(=O)c1ccccc1	-3.5	9	?	-23%	-1	-2%	-3%[57.1 µM]	-2	-1%
50	O=C1c2ccccc2-n2nnc(-c3ccccc3)c2C2c3cc(Br)ccc3CCN12 (centres undefined)	0.7	-4	20%	5%	12	-4%	7%	46	7%
51	CCOC(=O)[C@]12Cc3cc(OC)ccc3[C@H]1N(C(C)C)C(=O)c1ccccc12	-1.0	1	?	-28%	-8	-10%	-2%	1	?

Six entries from above, with two lines to a compound.
Every second line gives: IL-2 act, PI5P4K alpha inh, GLP1R inv ag, GLP1R cytotox, D3 ag, GLP-1R agonist, WRN helicase inh, DRD3 antagonist, PLK1 PBD inh
46: CCOC(=O)[C@]1(C#N)[C@@H]2C=CC(C(N)=O)=CN2[C@@H](C(N)=O)[C@@H]1c1ccc(F)cc1
 : -0.6, -4, 18%, 11%, -12, -5%, -1%, -12, -8%
32: O=C(CN1CCN(C(=O)CNC(=O)c2ccc(-c3ccccc3)cc2)CC1)Nc1ccccc1Cl
 : -2.2, 2, 10µM*, -29%, 5, -1%, -10%, 49, 0%
41: Nc1ccc2c(c1)Cc1cc([N+](=O)[O-])ccc1-2
 : -5.2, -1, 34%[activator], 17%, -5, 15%, -4%, -19, -10%
30: CC1(C)OC(c2ccccc2)=C/C(=C/C=C2C(=O)NC(=S)NC2=O)O1
 : 12, ?, 15%, nt, -2, 0%, 8.9µM*, -16, 8%
35: O=c1cccc2n1CC1CC2CN(Cc2c(F)cccc2Cl)C1 (centres undefined)
 : -0.2, -2, -23%, -13%, 2, -4%, -8%, -17, -2%
26: O=[N+]([O-])c1ccc(N2CCNCC2)cc1NCC1CCCO1 (centres undefined)
 : -2.0, nt, 79%[activator], 7%, -12, 1%, 6%, -25, -7%

Only part of the results is shown; rates above refer to the full screens.
